Screening results deposited in PubChem BioAssay by National Center for Advancing Translational Sciences (NCATS).
TDP1 inh: inhibitors of human tyrosyl-DNA phosphodiesterase TDP1. Q9NUW8. recombinant TDP1, AlphaScreen DNA substrate cleavage. Potency, µM (top dose mostly 130 µM), for the others: top-dose activity change, negative = inhibition, actives largely listed as inhibitors. 350,000 tested, 0.28% active; also: nearly all actives have a fitted effect of over 40% in size
Target sequence (Q9NUW8 whole entry, looked up): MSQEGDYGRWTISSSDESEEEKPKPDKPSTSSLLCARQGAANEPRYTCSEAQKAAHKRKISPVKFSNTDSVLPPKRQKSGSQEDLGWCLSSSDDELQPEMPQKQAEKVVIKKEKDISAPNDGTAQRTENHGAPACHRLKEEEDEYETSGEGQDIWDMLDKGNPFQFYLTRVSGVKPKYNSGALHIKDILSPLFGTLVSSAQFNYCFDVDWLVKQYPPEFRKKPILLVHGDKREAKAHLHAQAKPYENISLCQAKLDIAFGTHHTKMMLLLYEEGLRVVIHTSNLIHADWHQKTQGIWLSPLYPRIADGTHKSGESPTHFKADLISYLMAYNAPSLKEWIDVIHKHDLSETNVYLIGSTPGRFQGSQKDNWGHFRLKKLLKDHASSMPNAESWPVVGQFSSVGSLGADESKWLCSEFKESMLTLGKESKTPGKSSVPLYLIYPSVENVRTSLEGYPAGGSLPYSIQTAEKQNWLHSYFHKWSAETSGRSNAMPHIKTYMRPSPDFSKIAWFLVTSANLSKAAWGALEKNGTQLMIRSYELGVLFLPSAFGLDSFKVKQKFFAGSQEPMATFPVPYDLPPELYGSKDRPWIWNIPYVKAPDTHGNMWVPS
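Enzyme-compound mixtures sat 15 min at room temperature, followed by a 5 min reaction with 15 nM final substrate and 10 min with AlphaScreen beads. Recombinant human Tdp1 was used at 1 nM final.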
TDP1 cell noCPT: qHTS for Inhibitors of human tyrosyl-DNA phosphodiesterase 1 (TDP1): qHTS in cells in absence of CPT; Potency, µM (series often up to 46.2 µM), for inactives: at the top dose activity change, negative = growth inhibition, hits mostly inhibitors; AID 686978, 2013; 420,000 tested, 15% active; DT40 Tdp1-/- hTDP1 cells, no CPT, ATP luminescence, 48 h; also: nearly all actives have a fitted effect of over 55% in size
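DT40 Tdp1-/-;hTDP1 cells, no CPT (DMSO vehicle only), 400 cells/well; compounds pin-transferred; ≥48 hr, 37 °C; CellTiter-Glo 30 min RT dark, luminescence read.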
KAT2A inh: inhibitors of human GCN5L2 histone acetyltransferase | GCN5L2 HAT assay, ThioGlo1 CoA-SH fluorescence | Potency, µM (titrated, usually from 58.9 µM), without a hit: at the top dose activity change, negative = inhibition, actives largely listed as inhibitors | 390,000 tested, 0.21% active | AID 504327 | Q92830
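Preincubate 20nM GCN5L2 with compound 15 min, RT → add 50uM ThioGlo1 + 75uM H3(1-25) + 70uM acetyl-CoA → read fluorescence 0 and 20 min. Primary qHTS; fluorescent artifacts likely.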
* marks the source's active call; other numbers are inactive results; ? = inconclusive; nt = no result given; & = joins results of further samples; ! = not confirmed by another sample; [ ] = dose if it differs, or a comment. Calls follow the shape of the dose curve; as a rule, active = well fitted curve in the direction sought with a large enough effect; inconclusive = small, poorly fitted or top-dose-only effect, or another doubt; inactive = no such curve, though single readings can be large; an effect the other way counts as inactive or inconclusive. % is scaled to controls: 0 for no effect and ±100 for the full control effect; potency is read from the fitted curve at half-maximal effect.

SMILES	TDP1 inh	TDP1 cell noCPT	KAT2A inh
O=C(CCOc1ccccc1)Nc1nnc(-c2ccc3c(c2)OCCO3)o1	8%	?	-2%
CCCOc1ccc(C(=O)Nc2ccc(NC(=O)c3ccc(Br)cc3)cc2)cc1	0%[12.3 µM]	-1%	-2%
O=C(COC(=O)/C=C/c1ccc(S(=O)(=O)N2CCc3ccccc32)cc1)NC1CCS(=O)(=O)C1 (stereo unspecified)	1%	?	-11%
Cc1nn(C(=O)c2cc([N+](=O)[O-])ccc2Cl)c(C)c1Br	nt	14%	1%
Cc1cccc(OCC(O)CN2CCNCC2)c1 (stereo unspecified)	7%	9%	-4%
COc1ccc(NC(=O)CS(=O)c2ccc(Cl)c(Cl)c2)cc1 (stereo unspecified)	0%	-13%	-4%
O=C(CSc1nn(-c2ccc(F)cc2)c(=S)s1)N1CCN(C(=O)c2ccco2)CC1	4%	-17%	-4%
CC1(C)CC(=O)c2sc(NS(=O)(=O)c3ccccc3)nc2C1	0%	-14%	-9%
COC(=O)Nc1sc2nc(C)cc(C)c2c1-n1cccc1	3%	?	-3%
COc1ccc(N2CCN(C(=O)c3cnn(-c4ccc(OC)cc4)c3C3CCN(C(=O)OC(C)(C)C)CC3)CC2)cc1	5%	?	18%
COC(=O)c1ccc(Cn2nc([N+](=O)[O-])c(Br)c2C)cc1	4%	-22%	1%
COc1cccc(NC(C)(C)c2nnnn2-c2c(C)cccc2C)c1	0%	?	1%
C=CCOC(=O)C1=C(C)NC(SCC(=O)Nc2nccs2)=C(C#N)C1c1cccs1 (stereo unspecified)	1%	?	2%
CC(C)Oc1ccc(CC2CCC(=O)N(C)C2=O)cc1 (stereo unspecified)	0%	-13%	-6%
CN1C(CC(=O)Nc2ccc(Br)cc2)c2ccccc2CC1(C)C (stereo unspecified)	nt	?	-2%
Cc1ccc(C(=O)CCC(=O)N2CCC(C(N)=O)CC2)cc1	3%	23%	-6%
Cc1ccc(NC(=O)CC2Sc3ccc(C(F)(F)F)cc3NC2=O)cc1 (stereo unspecified)	7%	1%	1%
CC1(C)C=C2C(=NN(c3ccccc3)C(N)=C2C#N)CO1	nt	?	-1%
C[C@H]1C(=O)N(C)CCN1C(=O)c1cccc(OC2CCN(CC(C)(C)C)CC2)c1	0%	22%	-7%
CC(NC(=O)c1ccccc1)C(=O)NC1=NCCS1 (stereo unspecified)	4%	0%	-9%
Oc1ccc(Nc2nnc(-c3ccc(O)cc3)c3ccccc23)cc1	8%	?	-5%
C#CCOCCOCCOCCNc1nc(N2CCN(C(=O)[C@H](CCC(=O)O)n3cc(CN)nn3)CC2)nc(N2CCN(C(=O)[C@H](CCC(=O)O)n3cc([C@@H](N)[C@H](C)CC)nn3)CC2)n1	2%	-4%	0%
CC1CCCN(CCCNC(=O)CN2C(=O)CSc3ccc(S(=O)(=O)N4CCOCC4)cc32)C1 (stereo unspecified)	1%&-3%	8%&-8%	-1%&3%
CC(=O)NC1C(O)C[C@@](O)(C(=O)O)OC1[C@@H](O)C(O)CO (stereo partly specified)	9%[56.1 µM]	-8%	2%
COc1ccc(NC(=O)N2CCc3ccccc3C2)c(OC)c1	4%	4%	-5%
SMILES	TDP1 inh	TDP1 cell noCPT	KAT2A inh
NC(=O)C1CCCN(C(=O)c2cccc(NC(=O)c3cccs3)c2)C1 (stereo unspecified)	2%	-8%	1%
COCCN(Cc1cc2cc3c(cc2nc1Cl)OCO3)C(=O)Nc1ccc(OC)cc1	0%	10µM*	-1%
O=C(Nc1ccc2c(c1)OCO2)c1cccc2c1C(=O)N(C1CCCCC1)C2	1%	7%	-1%
COC(=O)CCCC(=O)N1CCCC(C(=O)c2ccccc2SC)C1 (stereo unspecified)	nt	21%	-5%
COC(=O)C(CCSC)NC(=O)c1cc2c(n(-c3ccc(Cl)cc3)c1=O)CCCC2=O (stereo unspecified)	-3%	-14%	-6%
CC(C)c1nc(CN(C)C(=O)N[C@H](C(=O)N[C@@H](Cc2ccccc2)C[C@H](O)[C@H](Cc2ccccc2)NC(=O)OCc2cncs2)C(C)C)cs1	-2%&6%	21µM*!	28µM*!
COc1ccc(NS(=O)(=O)c2cccc(NC(=O)c3ccc(Cl)nc3)c2)cc1	5%	3.3µM*	-2%
COc1cc2c(cc1OC)C(COc1ccc3c(C)cc(=O)oc3c1)N(C(=O)c1ccc(C)c(C)c1)CC2 (stereo unspecified)	-6%	16µM*	-2%
Cc1ccc(/C=N/NC(=O)c2cccc(S(=O)(=O)Nc3ccccc3Cl)c2)o1	8%	-9%	-4%
Cc1ccc(NC(=O)NCc2ccc3c(c2)OCO3)cc1	-1%	-7%	-3%
CCOC(=O)C1=C(C)Nc2ccccc2N/C1=N\S(=O)(=O)c1cccc(Cl)c1	2%	-28%	-6%
Cc1nnc(SCC2=C(C(=O)O)N3C(=O)C(NC(=O)COc4ccc(F)cc4)C3SC2)s1 (stereo unspecified)	-7%	-19%	-7%
O=C(COCc1cc(-c2ccco2)on1)Nc1ccc(OC(F)(F)F)cc1	0%	?	-18%
Cn1c(NCc2ccccc2)nc2c1c(=O)n(Cc1ccccc1)c(=O)n2C	6%	?	-4%
O=C1C/C(=C\c2c(F)cccc2Cl)N2CCC1CC2	-1%	-13%	-1%
O=C(OCc1cccc([N+](=O)[O-])c1)c1cccnc1	-4%	-2%	2%
CC(C)c1cccc(C(C)C)c1NC(=O)CN1CCCC1	nt	1%	-2%
COc1ccc(N2CC(C(=O)OCC(=O)c3ccccc3)CC2=O)cc1 (stereo unspecified)	5%	-3%	2%
CC1CCCC(NC(=O)CSc2ccc(F)cc2)C1C (stereo unspecified)	5%	3%	-6%
Cc1cc(NC(=O)CSc2nnc(C)n2C)no1	nt	1%	1%
N#CC1(c2ccccc2)CCCN1C(=O)c1ccc(Br)cc1 (stereo unspecified)	2%	-9%	-23%
CCCCC(=O)Nc1ccc(C)c(O)c1	0%	?	-8%
Cc1c(Cl)c([N+](=O)[O-])nn1Cc1ccc(C(=O)N/N=C\c2cc(Cl)ccc2O)o1	11%	4.6µM*	-2%
CCOC(=O)C1(Cc2cccc(Cl)c2)CCCN(C(=O)c2cnn(CC)c2)C1 (stereo unspecified)	6%	-20%	?
Cc1ccc(S(=O)(=O)/N=C(\CCl)N2CCOCC2)cc1	3%	16µM*	1%

6 of these compounds, set out differently:
| canonical_smiles | TDP1 inh | TDP1 cell noCPT | KAT2A inh |
| --- | --- | --- | --- |
| O=C1C/C(=C\c2c(F)cccc2Cl)N2CCC1CC2 | -1% | -13% | -1% |
| O=C(OCc1cccc([N+](=O)[O-])c1)c1cccnc1 | -4% | -2% | 2% |
| CC(C)c1cccc(C(C)C)c1NC(=O)CN1CCCC1 | nt | 1% | -2% |
| COc1ccc(N2CC(C(=O)OCC(=O)c3ccccc3)CC2=O)cc1 (stereo unspecified) | 5% | -3% | 2% |
| CC1CCCC(NC(=O)CSc2ccc(F)cc2)C1C (stereo unspecified) | 5% | 3% | -6% |
| Cc1cc(NC(=O)CSc2nnc(C)n2C)no1 | nt | 1% | 1% |

Grouped by structure, the compounds so far with a tert-butyl group
SMILES	TDP1 inh	TDP1 cell noCPT	KAT2A inh
COc1ccc(N2CCN(C(=O)c3cnn(-c4ccc(OC)cc4)c3C3CCN(C(=O)OC(C)(C)C)CC3)CC2)cc1	5%	?	18%
C[C@H]1C(=O)N(C)CCN1C(=O)c1cccc(OC2CCN(CC(C)(C)C)CC2)c1	0%	22%	-7%

A different layout for part of the listing above:
Order of values – TDP1 inh	TDP1 cell noCPT	KAT2A inh
- COc1cc2c(cc1OC)C(COc1ccc3c(C)cc(=O)oc3c1)N(C(=O)c1ccc(C)c(C)c1)CC2 (stereo unspecified)
 : -6%	16µM*	-2%
- NC(=O)C1CCCN(C(=O)c2cccc(NC(=O)c3cccs3)c2)C1 (stereo unspecified)
 : 2%	-8%	1%

Back to the main list, repeating the two entries before the break.
SMILES	TDP1 inh	TDP1 cell noCPT	KAT2A inh
CCOC(=O)C1(Cc2cccc(Cl)c2)CCCN(C(=O)c2cnn(CC)c2)C1 (stereo unspecified)	6%	-20%	?
Cc1ccc(S(=O)(=O)/N=C(\CCl)N2CCOCC2)cc1	3%	16µM*	1%
CC(=O)Cn1cnc2c(cnn2-c2ccc(C)c(C)c2)c1=O	nt	?	16%
CCOC(=O)C1CCCN(C(=O)c2ccc3nc(-c4ccc(OC)c(OC)c4)c(-c4ccc(OC)c(OC)c4)nc3c2)C1 (stereo unspecified)	0%	?	-25%
Cc1nn(-c2ccc(N3CCCCC3)nn2)c(C)c1CCC(=O)Nc1ccccc1F	1%	?	-3%
Cc1cc2oc(C(=O)NCc3ccccc3)cc(=O)c2cc1C	nt	-8%	?
Oc1csc(Cc2nc(-c3ccc(Br)cc3)cs2)n1	5%	0%	-7%
COc1cccc(-c2nc(-c3ccccn3)no2)c1OC	2%	?	1%
Cc1nc(C)c(-c2csc(Nc3ccc(C(=O)O)c(O)c3)n2)s1	5%	-13%	-1%
COc1c(/C=N/Nc2ccc([N+](=O)[O-])cc2[N+](=O)[O-])c(C)nn1-c1ccccc1	5%	?	-4%
CCCNC(=O)NC(=O)COc1c(F)c(F)cc(F)c1F	2%	-1%	38%[activator]
Cc1cccc(C)c1NC(=O)c1c(O)c2ccccc2[nH]c1=O	4%	?	-6%
Cn1c(=O)c2c(nc(N3CCCCCC3)n2CC(O)COc2ccc(Cl)cc2)n(C)c1=O (stereo unspecified)	5%	?	-1%
CN(C(=O)c1ccccc1Cl)c1ccccc1C(=O)NCCc1ccccc1	4%[56.1 µM]	?	8%
COc1ccc(C2CC(=O)C3=C(C2)Nc2ncnn2C3c2ccccc2)cc1 (stereo unspecified)	2%	-23%	-7%
COCc1c(C(=O)OCC(=O)c2c(N)n(CC(C)C)c(=O)n(C)c2=O)oc2ccccc12	6%	21µM*	-15%
CCOC(=O)c1nn(-c2ccc(C)c(C)c2)c(=O)c2c(N)scc12	3%	?	?
COc1cc(-c2n[nH]c(=O)o2)cc(OC)c1OC	2%	-11%	-4%
COc1ccc(-n2nc3c(c2NC(=O)COc2ccccc2)CS(=O)C3)cc1 (stereo unspecified)	1%	-17%	1%
O=C(CS(=O)(=O)c1ccc(F)cc1)Nc1nccs1	nt	-3%	0%
Cc1cccc(CNc2cc(-c3ccccc3CN(C)C)ncn2)c1	-1%	?	-2%
CCN(CC)c1ccc(C(=O)NNC(=O)CCNC(=O)c2ccccc2)cc1	0%	-21%	-9%
CCN(CC)CC#CCC(O)(c1ccccc1)c1ccccc1	-1%	?	0%
O=c1c2ccccc2nc(-c2ccccc2)n1Cc1ccc(Cl)cc1	-1%	?	-9%
O=c1c2ccccc2ncn1-c1cccc(Cl)c1	5%	-11%	-2%
CN(Cc1cnccn1)Cc1ccccc1OCC(O)CN1CCc2ccccc2C1 (stereo unspecified)	4%	?	-2%
Cc1ccc(OCc2nc(-c3ccc(C(=O)N4CCN(c5cccc(C(F)(F)F)c5)CC4)cc3)oc2C)cc1	6%	?	-13%
SMILES	TDP1 inh	TDP1 cell noCPT	KAT2A inh
CCOC(=O)c1ccc(-c2ccc(C(=O)Nc3cccnc3)o2)cc1	0%	?	-9%
S=C(c1ccc(-c2ccc(Cl)c(Cl)c2)o1)N1CCOCC1	11%	?	-11%
CCOC(=O)c1c(N2C(=O)CC(Sc3ccccc3C(=O)O)C2=O)sc2c1CCCC2 (stereo unspecified)	-11%	15µM*	-3%
CCOC(=O)Cn1c(=O)oc2cc(S(=O)(=O)N3CCCc4ccccc43)ccc21	1%	-17%	-5%
COc1ccc(C(C#N)N2CCC(c3ccccc3)=N2)cc1OC (stereo unspecified)	1%	-29%	-2%
CCN(CC)c1nc2ccccc2nc1-n1nc(C)cc1C	2%	-25%	2%
Cc1cc(C(=O)Nc2c(F)c(F)c(F)c(F)c2F)n(-c2ccccc2)n1	-2%	-5%	-4%
Cc1ccc(-c2nnn(CC(=O)N(c3ccccc3F)C(CC(C)C)C(=O)NCC3CCCO3)n2)cc1 (stereo unspecified)	5%	16%	-5%
O=C(Nc1nnc(C2=COCCO2)o1)c1cccc(C(F)(F)F)c1	3%	15µM*	-4%
CN1CCN(S(=O)(=O)c2ccc3c(c2)C(C)(C)C(=O)N3C)CC1	nt	8%	-5%
COc1cccc(NC(=O)C2CCN(S(=O)(=O)c3ccc4c(c3)NC(=O)CO4)CC2)c1	3%	?	?
CCOC(=O)Cn1nc(-c2ccc(F)cc2)cc(Cc2ccccc2)c1=O	nt	-3%	24%
Cn1cccc1C(=O)N1CCC[C@@]2(CCN(c3ccncc3)C2)C1	nt	-18%	4%
O=C(Oc1ccc(F)cc1)c1ccc2c(=O)n3c(nc2c1)CCC3	-5%	-18%	-13%
COc1ccc(CCNC(=O)Cn2nnc(C(=O)Nc3cc(C)ccc3C)c2N)cc1OC	1%	-30%	-14%
CC(OC(=O)c1ccccc1C(=O)N(C)C1CCCCC1)C(=O)NC1(C#N)CCCCC1 (stereo unspecified)	1%	?	-3%

The list is partial (hit frequency here may not be typical).
